MLL CXXC-DNA inh: qHTS Fluorescence Polarization Assay for Inhibitors of MLL CXXC domain - DNA interaction; Histone-lysine N-methyltransferase 2A (Homo sapiens), Q03164; MLL-CXXC / FITC-HOXA9 DNA fluorescence polarization; Potency, µM (doses to about 115 µM), for inactives: top-dose activity change, negative = inhibition, hits mostly inhibitors; hit rate 0.037% among 290,000; AID 2662, 2010; active = well fitted inhibition curve with a large enough effect in the polarisation, with a control signal flat, not every such curve was filed as active; inconclusive = small, poorly fitted or top-dose-only effect, or effect the other way, or a change in a side signal; inactive = no such curve, though single readings can be large or run the other way; the % refers to the polarisation; also: potency is read from the fitted curve at half-maximal effect
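Fluorescence polarization: 7 uM MLL-CXXC (stock) preincubated 5 min with compounds, then 50 nM fluorescein-HOX-A9 DNA (stock) added; 30 min ambient. Buffer 50 mM Tris-HCl pH 7.5, 50 mM NaCl, 1 mM DTT, 0.05% BSA.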
Integrin act MD: qHTS for Activators of Integrin-Mediated Alleviation for Muscular Dystrophy. alpha7betagal myoblasts, beta-gal FDG fluorescence, 48 h. Potency, µM (doses to about 38.3 µM), for the others: top-dose activation, usual class: activators. hit rate 0.064% among 350,000. AID 624291, 2012;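 also: potency is read from the fitted curve at half-maximal effect; 100% = response of the positive control SU9516; nearly all actives have a fitted effect of over 60% in size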
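alpha7betagal+/- myoblasts (passage 13, 250/well) treated 48 h at 37C with compounds at 1:260 dilution of DMSO stock. Lysed, then beta-galactosidase activity read as FDG fluorescence (ex 480/em 540) after 30 min, with pre-read for autofluorescence.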
S-ASM inh: Inhibitors of Secretory Acid Sphingomyelinase (S-ASM): qHTS. Potency, µM (series often up to 57.5 µM), inactives show at the highest dose activity change, negative = inhibition, usual class: inhibitors. placental ASM, HMU-PC fluorogenic substrate, 60 min. Sphingomyelin phosphodiesterase (Homo sapiens), P17405. hit rate 0.006% among 340,000. AID 504937, 2011; also: potency is read from the fitted curve at half-maximal effect
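qHTS format. ASM enzyme prepared from human placenta hydrolyses the fluorogenic substrate HMU-PC0 (9 uM final) over 60 min at 37 °C after a 10 min compound preincubation.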
MBNL1 CUG block: qHTS Assay for Inhibitors of MBNL1-poly(CUG) RNA binding; Muscleblind-like protein 1 (Homo sapiens), Q9NR56; TR-FRET MBNL1-His/biotin-(CUG)12 binding, 665/545 ratio; Potency, µM (series often up to 57.5 µM), inactives show top-dose activity change, negative = inhibition, most hits filed as inhibitors; hit rate 0.036% among 280,000; AID 2675, 2010; active = well fitted inhibition curve with a large enough effect in the signal ratio, with a control signal flat, not every such curve was filed as active; inconclusive = small, poorly fitted or top-dose-only effect, or effect the other way, or a change in a side signal; inactive = no such curve, though single readings can be large or run the other way; the % refers to the signal ratio; also: potency is read from the fitted curve at half-maximal effect; % is scaled to controls: 0 for no effect and ±100 for the full control effect
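Compound titration spanned 92 nM–58 uM against the MBNL1-His/biotin-(CUG)12 complex. After 60 min at room temperature with 5 nM streptavidin-XL665 and 0.055 ng/ul terbium anti-His, ratiometric 665/545 nm emission (Ex 340 nm) normalized to controls.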
A-T KAP1 phos: qHTS Assay for Identifying a Potential Treatment of Ataxia-Telangiectasia | […] A-T fibroblasts, KAP-1 phosphorylation AlphaLISA; neocarzinostatin DNA damage 30 min before lysis | Potency, µM (series often up to 57.5 µM), without a hit: at the highest dose activation, hits mostly activators | hit rate 0.19% among 320,000 | AID 485349, 2010; also: potency is read from the fitted curve at half-maximal effect; % of control where 0% means no effect; nearly all actives have a fitted effect of over 45% in size
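hTERT-immortalized A-T patient fibroblasts ([…]), 500 cells/well in OPTI-MEM, 1% FBS, got compounds for 60 min, then NCS for 30 min at 37C. Lysates were then assayed for phospho-KAP-1 by AlphaLISA (anti-pKAP1 donor, anti-KAP1 acceptor beads), 6 hr at 25C.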
PTAP TSG101 blk: qHTS Assay for Iinhibitors of HIV-1 Budding by Blocking the Interaction of PTAP/TSG101; Tumor susceptibility gene 101 protein (Homo sapiens), Q99816; Fluorescence polarization, FITC-PTAP peptide / Tsg101 binding; Potency, µM (top dose mostly 115 µM), for the others: at the top dose activity change, negative = inhibition, usual class: inhibitors; 340,000 tested, under 10 active; AID 493005, 2010; active = well fitted inhibition curve with a large enough effect in the main read-out, with a control signal flat, not every such curve was filed as active; inconclusive = small, poorly fitted or top-dose-only effect, or effect the other way, or a change in a side signal; inactive = no such curve, though single readings can be large or run the other way; also: potency is read from the fitted curve at half-maximal effect; % of control where 0% means no effect
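FP read-out: FITC-PTAP peptide, 50 nM final, binding Tsg101 binding domain, 10 uM final; 20 min, r.t.; 10 mM HEPES pH 7.5, 0.15 M NaCl, 0.01% Tween 20, 3 mM EDTA, 0.1 mM TCEP.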
TCR act: Activators of T cell receptors: qHTS campaign. Potency, µM (top dose mostly 9.22 µM), for the others: at the top dose activation of IL-2 secretion, hits mostly activators. primary human leukocytes, anti-CD3, IL-2 HTRF, 48 h. AID 504894, 2011. 330,000 tested, under 10 active; also: % of control where 0% means no effect
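Primary human leukocytes incubated 48 hr with anti-CD3 beads plus compound, without co-stimulation. Secreted IL-2 measured by HTRF (europium cryptate/d2 anti-IL-2 pair, 320 nm excitation, 665 nm emission).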
Mito fusion act: qHTS Assay for Small Molecule Inhibitors of Mitochondrial Division or Activators of Mitochondrial Fusion; AID 485298, 2010; S. cerevisiae fusion-defective mutant growth rescue, CellTiterGlo 48 h; hit rate 0.23% among 320,000; Potency, µM (doses to about 46.1 µM), for inactives: top-dose growth rescue (activation), hits mostly activators;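 also: potency is read from the fitted curve at half-maximal effect; % of control where 0% means no effect; nearly all actives have a fitted effect of over 45% in size; temperature-sensitive fusion mutants such as fzo1-1 at 37 °C on non-fermentable ethanol glycerol medium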
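Read-out: ATP-based luminescence (CellTiterGlo, 10 min ambient) reporting growth of fusion-defective ts yeast after 48 hours at 37C on glycerol/ethanol YPEG medium in the presence of compound.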
Menin-MLL TR inh: qHTS Assay for Inhibitors Targeting the Menin-MLL Interaction in MLL Related Leukemias: Competition With Texas Red Labeled MLL-derived Mutant Peptide; O00255; Menin + Texas Red MLL mutant peptide, fluorescence polarization; Potency, µM (top dose mostly 61.6 µM), inactives show at the highest dose FP activity change, negative = inhibition, usual class: inhibitors; hit rate 0.23% among 270,000; AID 1768, 2009; active = well fitted inhibition curve with a large enough effect in the polarisation, with a control signal flat, not every such curve was filed as active; inconclusive = small, poorly fitted or top-dose-only effect, or effect the other way, or a change in a side signal; inactive = no such curve, though single readings can be large or run the other way; the % refers to the polarisation; also: potency is read from the fitted curve at half-maximal effect; % of control where 0% means no effect; many of its hits are not listed in these tables
TSHR antag: Antagonists of the Thyroid Stimulating Hormone Receptor: HTS campaign; activity change, negative = inhibition, % at 11.5 µM; Thyrotropin receptor (Homo sapiens), P16473; AID 504810, 2011; TSHR-expressing cells, TSH-stimulated cAMP HTRF, 2 h; hits give low values; hit rate 0.2% among 330,000;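 active = activity change below a set negative limit, meaning inhibition stronger than a set level, cut at about -70% in these data; inconclusive = activity change between two set negative limits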; also: % is scaled to controls: 0 for no effect and ±100 for the full control effect
Target sequence (P16473 whole entry, looked up): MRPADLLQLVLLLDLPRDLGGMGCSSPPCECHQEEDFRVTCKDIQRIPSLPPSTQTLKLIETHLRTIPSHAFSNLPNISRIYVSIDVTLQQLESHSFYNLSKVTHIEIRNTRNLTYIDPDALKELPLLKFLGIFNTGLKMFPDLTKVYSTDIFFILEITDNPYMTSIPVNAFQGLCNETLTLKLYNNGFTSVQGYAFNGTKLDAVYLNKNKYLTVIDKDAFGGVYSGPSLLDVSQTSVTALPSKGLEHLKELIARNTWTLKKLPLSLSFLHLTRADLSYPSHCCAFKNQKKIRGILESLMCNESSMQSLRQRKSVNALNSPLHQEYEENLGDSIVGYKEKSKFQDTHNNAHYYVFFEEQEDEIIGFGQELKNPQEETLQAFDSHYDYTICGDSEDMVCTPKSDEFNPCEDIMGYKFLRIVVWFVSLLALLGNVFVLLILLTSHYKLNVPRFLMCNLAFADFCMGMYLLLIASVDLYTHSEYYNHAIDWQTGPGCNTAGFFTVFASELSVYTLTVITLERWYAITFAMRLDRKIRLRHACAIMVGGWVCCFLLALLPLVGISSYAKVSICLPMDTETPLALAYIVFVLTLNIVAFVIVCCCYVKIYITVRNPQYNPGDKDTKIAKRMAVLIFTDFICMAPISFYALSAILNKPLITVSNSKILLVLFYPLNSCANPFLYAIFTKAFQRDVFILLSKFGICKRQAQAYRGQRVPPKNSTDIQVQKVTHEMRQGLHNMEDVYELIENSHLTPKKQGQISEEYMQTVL
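TSHR-expressing cells, 200/well, pre-treated with compound, then stimulated with EC80 TSH (4nM final) for 2 hours at 37 deg C. cAMP measured by competitive HTRF: anti-cAMP cryptate antibody in lysis buffer plus cAMP-d2, read after 30 minutes at room temperature.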
Active calls of the source: *; ? = inconclusive; . = no result given; [ ] = dose if it differs, or a comment. Unless noted, calls follow the shape of the dose curve; as a rule, active = well fitted curve in the direction sought with a large enough effect; inconclusive = small, poorly fitted or top-dose-only effect, or another doubt; inactive = no such curve, though single readings can be large; an effect the other way counts as inactive or inconclusive. These rows are one share of the data. The share of hits here may be higher or lower than overall.

The line under a structure holds: MLL CXXC-DNA inh	Integrin act MD	S-ASM inh	MBNL1 CUG block	A-T KAP1 phos	PTAP TSG101 blk	TCR act	Mito fusion act	Menin-MLL TR inh	TSHR antag
CC(C)(C)c1ccc(C(=O)NCC(=O)OCC(=O)N2CCN(S(=O)(=O)c3ccc(Cl)cc3)CC2)cc1
→ .	-18%	.	.	-5%	-5%	-7%	-1%	.	4
CC(=O)NC(CC(=O)NC1CCCCCC1)c1ccccc1 (centres undefined)
→ ?	35%	-3%	-5%	9%	0%	-1%[46.1 µM]	-6%	0%	-1
O=C(Nc1nccs1)c1ccc(-c2ccc([N+](=O)[O-])cc2)o1
→ 22%	-8%	-2%	19%	3%	9%	7%	-2%	?	-4
CC(C)(CC(=O)O)Cc1nc(-c2ccc(Cl)cc2)no1
→ -3%	-1%	-2%	14%	-5%	-3%	4%	0%	-6%	-4
Fc1ccc(OCCCCCCN2CCCC2)cc1
→ 6%	-37%	2%	-8%	10%	-5%	.	7%	?	1
CCOC(=O)C1CCCN(S(=O)(=O)c2c(C)noc2C)C1 (centres undefined)
→ 18%	-9%	1%	2%	8%	0%	1%	1%	.	4
CCC(Sc1nc2ccccc2o1)C(=O)Nc1nnc(C)s1 (centres undefined)
→ 12%	?	-1%	.	1%	-5%	2%[46.1 µM]	?	5%	3
COc1cccc(Cn2cc(C)cc(NC(=O)NCc3ccccc3)c2=O)c1
→ 24%	0%	-5%	-3%	-1%	-7%	.	1%	-20%	42
Nc1ccc(C(=O)OCc2csc(-c3ccccc3)n2)cc1[N+](=O)[O-]
→ -9%	0%	-2%	.	4%	-5%	-10%[46.1 µM]	-1%	18%	6
COc1ccc(OC)c(NC(=O)CSc2ccccc2)c1
→ 7%	-7%	-2%	-3%	3%	-4%	7%	8%	-22%	-5
CCN(CC)C(=O)Cn1c(=O)oc2ccccc21
→ -5%	-8%	2%	-2%	14%	0%	3%	-1%	.	-3
CC(C)(C)OC(=O)N1CCC(C(=O)NNC(=O)c2ccc(Cl)cc2Cl)CC1
→ -2%	25%	3%	-1%	-2%	-3%	2%	13%	.	13
Cc1ccc(OCc2nnc(SCC(=O)c3cccc([N+](=O)[O-])c3)n2C)cc1
→ 22%	41%	-1%	?	-4%	2%	.	3%	-22%	1
O=C(CCc1nc(-c2ccccc2)no1)NC1CCCCCC1
→ .	-11%	-1%	.	0%	-3%	8%	1%	.	-10
COc1ccc(CNC(=O)c2ccc(NC(=O)CC3SC(N4CCCCC4)=NC3=O)cc2)cc1 (centres undefined)
→ -5%	0%	0%	1%	-1%	-2%	-20%	2%	-14%	-7
CCN(CC)C(=O)Nc1c(C)n(C)n(-c2ccccc2)c1=O
→ -1%	-2%	2%	-2%	3%	-1%	3%[46.1 µM]	-2%	3%	2
O=C(NCCN1CCNCC1)c1ccccc1O
→ .	4%	-3%	.	.	-4%	1%	.	.	.
COc1ccc(OC)c(/C=C/C(=O)N(C)CC(=O)Nc2ccc(C)cc2)c1
→ -1%	10%	.	?	13%	0%	-3%[46.1 µM]	1%	5%	1
N/C(Cn1cncn1)=N\NC(=O)C(=O)Nc1ccc(Cl)cc1Cl
→ -16%	-49%[inhibitor]	-1%	-2%	-2%	-2%	-8%	-4%	10%	-9
Cc1ccc(S(=O)(=O)CCc2ccccn2)cc1
→ 3%	-15%	0%	-2%	1%	-2%	-3%	-2%	-13%	2
CCC(C)N(C)Cc1cccc(C2(O)CCN(S(=O)(=O)c3ccc(F)c(C)c3)CC2)c1 (centres undefined)
→ -6%	-34%	.	-4%	12%	-10%	-23%	-3%	-10%	-5
c1ccc2[nH]c(CSc3ncnc4c3oc3ccccc34)nc2c1
→ 31%[activator]	8%[7.66 µM]	-16%	39%[activator]	-10%	2%	-1%	1%	15%	51
CCCCNC(=O)Cn1nc(-c2ccc(C)cc2)ccc1=O
→ -5%	0%	3%	16%	-9%	1%	-7%	-2%	-11%	7
CCCCn1c(SCc2cc(=O)n3ccsc3n2)nc2cc(C(=O)OC)ccc2c1=O
→ 3%	.	.	-15%	-5%	.	.	3%	-2%	.
O=C(Nc1ccc(N=Nc2ccccc2)c(NC(=O)C2CCCO2)c1)C1CCCO1 (centres undefined)
→ -2%	6%	?	?	7%	-2%	2%[46.1 µM]	29%	-1%	5
CC(C)CCNC(=O)c1ccc2c(SCC(=O)O)c3c(nc2c1)CCC3
→ -7%	12%	12%	?	0%	-4%	0%	2%	.	4
Cc1cccc(-c2noc(Cc3ccccc3)n2)c1
→ -1%	13%	-1%	12%	8%	-9%	5%	0%	?	-8
C(=C(c1ccccc1)c1ccccc1)c1ccccn1
→ .	-14%	2%	.	20%	3%	-3%	28%	.	-13
CN(C)c1nc(-c2ccccn2)nnc1-c1ccccc1
→ -17%	6%	0%	6%	2%	-4%	1%	5%	-21%	1
Cc1cc(-c2nnc(SCC(=O)Nc3cccc(F)c3)n2N)n[nH]1
→ 2%	-37%	-1%	-1%	-9%	-6%	-1%	0%	.	-9
Cc1c(CBr)[n+](=O)c2c(n1[O-])C(Br)CCC2Br (centres undefined)
→ 3%	7%	4%	-3%	12%	0%	1%	-4%	.	4
COc1ccc(C(C(=O)NC(C)(C)C)N(Cc2cccs2)C(=O)CCC(=O)Nc2cc(C)on2)cc1 (centres undefined)
→ -8%	-3%	-3%	?	.	-1%	-11%[46.1 µM]	-3%	-19%	-3
Cn1c(=O)c2c(nc(CN3CCOCC3)n2CCc2ccccc2)n(C)c1=O
→ 9%	2%	-2%	-3%	-1%	-6%	4%	6%	-3%	16
C=CCCC(=O)Nc1nc(C)c(-c2csc(Nc3cccc(OC)c3)n2)s1
→ 7%	-3%	-4%	4%	5%	-2%	1%	5%	?	-8
C=CCN(c1ccc(C(=O)NC(C)C)cc1)S(C)(=O)=O
→ 5%	20%	0%	-4%	2%	-3%	0%	-5%	.	5
CC(C)C(=O)Nc1cccc(-c2nc3ncccc3o2)c1
→ -4%	-25%	-5%	7%	0%	-3%	1%	4%	-21%	-9
CC(C)N(C(=O)NC(=O)Nc1ccc(S(=O)(=O)N2CCCC2)cc1)S(C)(=O)=O
→ 2%	25%	-3%	-16%	-1%	0%	1%	5%	4%	-3
COc1cc(OC)cc(C(=O)N2CCN(C(=O)c3cccnc3)CC2)c1
→ 1%	-14%	3%	-1%	4%	-8%	.	0%	2%	-8
COc1ccccc1CNC(=O)C1CCC(CNc2c(N3CCCCC3)c(=O)c2=O)CC1 (centres undefined)
→ 3%	10%	0%	-3%	0%	-10%	0%	-1%	.	-2
Cc1c(C(=O)N2CCN(c3ccccn3)CC2)sc2ncnc(N3CCOCC3)c12
→ -2%	-32%	0%	-3%	0%	-8%	4%	-7%	1%	-2
CCC1(O)CC(c2ccccc2)=NN1C(=O)c1ccccc1F (centres undefined)
→ .	-9%	-5%	.	.	-2%	-21%	.	.	.
CCOC(=O)c1sc2cccc(F)c2c1N
→ -3%	21%	444%[activator]	4%	3%	-2%	-1%	-10%	11%	9
CCOc1ccc(NC(=O)C(Cc2ccccc2)NC(=O)C2CCCCC2)cc1 (centres undefined)
→ 6%	12%	1%	-3%	4%	-2%	0%[46.1 µM]	-10%	4%	-2
CCCCN1C2CCCC1CC(NC(=O)c1ccc(OC)c(OC)c1)C2 (centres undefined)
→ 4%	17%	0%	-5%	-1%	1%	-1%	-2%	0%	4
